Abeta rescue: qHTS for compounds that reverse cellular toxicity of Amyloid beta (A-beta) peptide in yeast: Primary Screen; Potency, µM (titrated, usually from 46.1 µM), for the others: top-dose growth rescue, actives largely listed as activators; yeast expressing A-beta42, growth rescue, OD600, 48 h; response scale: 0% DMSO, 100% iron-clioquinol control; hit rate 0.063% among 410,000; further: potency means the concentration at half of the fitted maximal effect; nearly all actives have a fitted effect of over 55% in size
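Yeast growth medium received pinned compounds, then yeast cells expressing toxic A-beta were added; plates incubated at 30 C for 48 hr. Growth read as absorbance at 600 nm, normalized to DMSO and equimolar FeCl3 plus clioquinol controls.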
Nrf2 activator: qHTS of Nrf2 Activators. hit rate 0.31% among 410,000. Potency, µM (highest dose often 46.1 µM), inactives show at the highest dose activation, most hits filed as activators. AID 624171, 2012. AREc32 ARE-luciferase reporter (MCF7-derived line), luminescence, 24 h; further: potency means the concentration at half of the fitted maximal effect; % of control where 0% means no effect; nearly all actives have a fitted effect of over 65% in size
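Reporter line AREc32 (ARE-Fluc), seeded overnight in OPTI-MEM with 5% FBS; compound pin-transferred, 24 hr at 37 deg C, 5% CO2; luminescent read-out.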
Nrf2 inh: Nrf2 qHTS screen for inhibitors; hit rate 2.1% among 360,000; Potency, µM (top dose mostly 46 µM), for inactives: top-dose activity change, negative = inhibition, actives largely listed as inhibitors; A549 ARE-Fluc reporter, luciferase luminescence, 18-24 h; further: potency means the concentration at half of the fitted maximal effect; on the % scale 0 is the no-effect control and ±100 the full control effect; nearly all actives have a fitted effect of over 60% in size
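In this cell-based qHTS, ARE-driven firefly luciferase in A549 cells reports Nrf2 activity; the luminescent signal after BugLite lysis is the measured value, with a prior CellTiter-Fluor read for cell health.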
A549 tox: Nrf2 qHTS screen for inhibitors: counterscreen for cytotoxicity. A549 ARE-Fluc cells, CellTiter-Fluor viability, 18-24 h. Potency, µM (doses to about 46 µM), for the others: at the highest dose activity change, negative = cytotoxicity, usual class: inhibitors. hit rate 0.16% among 390,000. AID 504648, 2011; further: potency means the concentration at half of the fitted maximal effect; on the % scale 0 is the no-effect control and ±100 the full control effect
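A549 ARE_Fluc cells in 5% FBS OPTI-MEM were exposed to compounds in concentration-response for 18-24 h at 37 deg C. Viability was read by CellTiter-Fluor fluorescence (Ex 405/Em 525) after 30 min, before the luciferase read.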
MmCpn inh: Inhibitors of TCP-1 ring complex (TRiC) of Methanococcus maripaludis (MmCpn): qHTS | Chaperonin Mm-Cpn (Methanococcus maripaludis) | hit rate 0.031% among 330,000 | purified Mm-Cpn ATPase, ADP Transcreener TR-FRET | Potency, µM (doses to about 76.9 µM), for inactives: at the top dose activity, negative = inhibition, most hits filed as inhibitors | AID 504842, 2011; further: potency means the concentration at half of the fitted maximal effect; on the % scale 0 is the no-effect control and ±100 the full control effect; nearly all actives have a fitted effect of over 80% in size
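Measured: ADP formation by purified Mm-CPN. Conditions: 25 nM protein, 10 uM ATP, Tris pH 7.4 with Mg2+, K+ and DTT, 37°C for 30 min. Detection: Transcreener HTRF after 30 min at room temperature.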
HepG2 viability: qHTS for Inhibitors of TGF-b: Cytotox Counterscreen; hit rate 0.76% among 410,000; Potency, µM (doses to about 46.1 µM), for the others: at the top dose activity change, negative = cytotoxicity, most hits filed as cytotoxic; HepG2 CAGA-GFP viability, ATP luminescence, 18 h; AID 588856, 2011; further: potency means the concentration at half of the fitted maximal effect; some results filed as inactive show a strong effect at the top dose
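CellTiter-Glo luminescence gave cytotoxicity after 18 hours at 37 degrees C. The cells were HepG2 CAGA-GFP in 1% FBS DMEM, stimulated with 500 pg/mL TGF-beta after compound addition. %Activity was normalised to no-cell wells (complete cell-killing) and DMSO (no toxicity), and curves were fitted and classified.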
Akt phos inh: HTS Assay for Inhibitors of Akt Phophorylation: Primary Screen; Neuro2A IGF-stimulated pAkt S473 HTRF, 20 min; active compounds read low; activity change, % for hits at 50 µM; hit rate 0.32% among 360,000; AID 651550, 2012; in the data active means activity change below about -80%; inconclusive means mostly about -51% to -80%; further: on the % scale 0 is the no-effect control and ±100 the full control effect
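Neuro2A cells (4,500/well, DMEM with 0.5% FBS) were treated with compound at a single 50 µM final concentration, stimulated with 6 nM IGF for 20 min at 37 °C, and lysed. Phospho-Akt Ser473 was read by HTRF as 665/615 ratio ×10^4.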
CCT modulator: High-Throughput Screening for Modulators of Cytosolic Chaperonin Activity; purified chaperonin ATPase assay, HTRF ADP detection, 30 min; activity change, % (concentration not given with the values), hits read low; hit rate 0.3% among 360,000; in the data active means activity change below about -30%; further: on the % scale 0 is the no-effect control and ±100 the full control effect
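We incubate TRiC, 40 or 20 nM final, with library compounds at 76 uM and 10 uM ATP for 30 min at 37 °C. ADP formed is detected with Transcreener HTRF reagents after 30 min at room temperature.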
TGFb SMAD3 inh: qHTS for Inhibitors of TGF-b; HepG2 CAGA-GFP TGF-b/SMAD3 reporter, GFP fluorescence, 18 h; TGF-beta stimulated, 500 pg/mL final; Potency, µM (top dose mostly 46.1 µM), inactives show at the top dose activity, negative = inhibition, actives largely listed as inhibitors; hit rate 1.2% among 410,000; further: potency means the concentration at half of the fitted maximal effect; on the % scale 0 is the no-effect control and ±100 the full control effect; nearly all actives have a fitted effect of over 65% in size
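Cell-based qHTS in HEPG2 carrying a CAGA-GFP Smad reporter; compounds added before 500 pg/mL final TGF-beta, 18 h incubation at 37 degrees C, GFP fluorescence quantified per cell by imaging cytometry.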
* = called active by the depositor; i = inactive; ? = inconclusive; . = no result given. Unless noted, the call rests on the fitted dose curve; in most records, active means well fitted curve in the direction sought with a large enough effect; inconclusive means small, poorly fitted or top-dose-only effect, or another doubt; inactive means no such curve, though single readings can be large; an effect the other way counts as inactive or inconclusive.

SMILES	Abeta rescue	Nrf2 activator	Nrf2 inh	A549 tox	MmCpn inh	HepG2 viability	Akt phos inh	CCT modulator	TGFb SMAD3 inh
CC1CCN(C(=O)CCc2ccc(S(=O)(=O)NC(C)C)cc2)CC1	-9%	-0.2%	-30%	-6%	0%	-13%	i	-1.0	1%
O=S(=O)(Nc1ccc(F)cc1F)c1ccc(-n2cccn2)cc1	-3%	3.6%	?	7%	.	-15%	.	.	0%
COCCN=C1NN=C(c2ccc(C)c([N+](=O)[O-])c2)CS1	13%	3.8%	?	-1%	0%	-1%	i	-0.3	0%
CCOC(=O)C1(CC2CCCCO2)CCN(Cc2cc3ccccc3[nH]2)CC1 (stereo not drawn)	-5%	7.4%	-12%	?	0%	30%	i	3.5	?
Cn1ccnc1/C(=N\NC(=O)c1ccccc1)c1cccc([N+](=O)[O-])c1	3%	2.7%	10%	3%	0%	-20%	i	-0.7	-14%
COc1ccc(C2(O)CC3CCC(C2)N3c2cc(C)nc(-c3ccccc3)n2)cc1 (stereo not drawn)	0%	5.8%	?	-20%	2%	-31%	i	1.6	?
CC[n+]1c(P(=O)([O-])c2ccccc2)[nH]c2ccccc21	2%	0.1%	8%	-9%	-3%	-1%	i	2.1	1%
COc1ccccc1NC(=O)CSc1nccc(=O)[nH]1	2%	0.2%	13%	4%	2%	-6%	i	-2.2	?
CCN(c1ccccc1)c1nc(Cl)nc2c1cnn2C	-28%	1.9%	-10%	13%	.	-19%	i	-2.0	25%
O=C(NC(=S)Nc1ccc2oc(=O)ccc2c1)c1ccco1	7%	7.0%	10%	-3%	0%	20%	i	-0.5	23%
O=C(CSC(=S)N1CCOCC1)c1ccccc1	5%	-1.5%	?	-4%	-1%	-9%	i	-3.1	-2%
O=C(O)c1cc2cccc(S(=O)(=O)N3CCCCC3)c2cc1O	-6%	-0.5%	6%	-1%	-10%	-26%	i	-4.5	-7%
COC(=O)c1ccc(NC(=O)CCn2cccn2)cc1	7%	0.0%	29%	-12%	.	5%	.	.	-18%
O=C(NCC1CCCO1)c1ccccc1S(=O)(=O)c1ccc([N+](=O)[O-])cc1 (stereo not drawn)	-6%	-0.5%	-2%	6%	-1%	10%	i	-1.6	-1%
Cc1ccsc1CN(C(=O)c1oc2ccc(Br)cc2c1C)C1CCS(=O)(=O)C1 (stereo not drawn)	17%	2.6%	?	-21%	.	-24%	.	.	.
CC(C)C(OC(=O)c1ccco1)C(=O)NC1CCCCC1 (stereo not drawn)	26%	0.1%	1%	3%	-2%	-17%	i	-1.7	9%
COC(=O)C1=C[C@@H](C(=O)OC)C2C3=C(C(=O)[C@@]2(C)NC(=O)c2ccccc2)[C@H](C)[C@@H]2C(=O)N(C)C(=O)[C@@H]2[C@@H]3C1 (stereo partly drawn)	.	.	22%	2%	.	-3%	.	.	-25%
O=c1c(-c2cccc([N+](=O)[O-])c2)[n+]([O-])c2ccccc2n1O	-19%	3.7%	4%	-1%	0%	-7%	i	-4.9	1%
OC1CCCN(C(=S)NCc2ccccc2)C1 (stereo not drawn)	-21%	0.3%	13%	-3%	2%	2%	i	-0.4	-23%
COc1ccc(CCC(=O)Nc2cccc(S(=O)(=O)N3CCCCCC3)c2)cc1	13%	0.3%	21µM*	-10%	0%	-8%	i	-0.5	-23%
COC(=O)c1c(NC(=O)c2ccccc2)sc(C(N)=O)c1C	-8%	1µM*	?	-6%	-8%	12%	i	-2.7	15%
Cc1cc2nc(-c3ccc(Cl)cc3)cc(C(F)(F)F)n2n1	-9%	-0.3%	.	17%	.	-3%	.	.	7%
COc1ccc2nc(/N=C(\N)NC(=O)C(C)(C)C)nc(C)c2c1	0%	0.6%	2%	-5%	1%	2%	i	-0.6	3%
CCOc1ccc(CNC(=O)C2Cc3ccccc3N2C(=O)CC)cc1OC (stereo not drawn)	-5%	-0.2%	.	0%	.	-2%	.	.	-1%
COc1ccc(C)cc1NC(=O)CCNC(=O)c1ccco1	-14%	-0.2%	4%	2%	0%	1%	i	-2.5	6%

Two of the compounds above, with two lines to a compound.
Values in the order: Abeta rescue | Nrf2 activator | Nrf2 inh | A549 tox | MmCpn inh | HepG2 viability | Akt phos inh | CCT modulator | TGFb SMAD3 inh
- CCOC(=O)C1(CC2CCCCO2)CCN(Cc2cc3ccccc3[nH]2)CC1 (stereo not drawn)
 : -5% | 7.4% | -12% | ? | 0% | 30% | i | 3.5 | ?
- Cn1ccnc1/C(=N\NC(=O)c1ccccc1)c1cccc([N+](=O)[O-])c1
 : 3% | 2.7% | 10% | 3% | 0% | -20% | i | -0.7 | -14%

(listing goes on)
SMILES	Abeta rescue	Nrf2 activator	Nrf2 inh	A549 tox	MmCpn inh	HepG2 viability	Akt phos inh	CCT modulator	TGFb SMAD3 inh
CC(=O)NC(CCS(C)(=O)=O)C(=O)Nc1ccccc1 (stereo not drawn)	8%	0.0%	4%	-2%	-4%	-2%	i	0.1	-12%
COc1ccccc1N1CCN(C(=O)c2ccc3noc(-c4ccccc4)c3c2)CC1	-2%	-1.2%	.	.	.	-2%	i	0.6	12%
CC(C)(C)S(=O)(=O)N1C[C@@H]2C(=CC[C@H]3C(=O)N(c4ccccc4)C(=O)[C@@H]23)[C@@H]1CCO	-17%	3.2%	9%	-1%	.	-10%	i	0.2	-12%
Cc1nc(SCC(=O)Nc2ccccn2)n[nH]1	4%	-0.6%	12%	-5%	3%	-1%	i	0.4	-2%
CCc1cnc2c(c1SCC(=O)Nc1ccc(C)cc1C)c(=O)n(C)c(=O)n2C	-3%	-0.7%	.	6%	.	6%	.	.	14%
COc1ccc(CCCc2nnc(SCC(=O)Nc3ccccc3F)o2)cc1	8%	0.6%	-3%	5%	1%	2%	i	-3.3	4%
Cc1nnc(SCC(=O)Nc2nsc(-c3ccc(C(C)(C)C)cc3)n2)s1	-12%	-0.2%	?	7%	-3%	-3%	i	0.1	17%
Cc1c(NC(=O)c2cc(C(C)C)on2)c(=O)n(-c2ccccc2)n1C	0%	2.1%	19%	?	1%	-21%	i	-0.4	3%
CCOC(=O)C1CCCN(C(=O)c2cc3cc4ccc(OC)cc4nc3o2)C1 (stereo not drawn)	-12%	-0.8%	-16%	-6%	0%	1%	i	-3.6	-2%
Nc1cc(N)nc(SCC(=O)NCC(=O)Nc2ccc(F)c(F)c2F)n1	-3%	-0.3%	5%	1%	1%	-4%	i	-2.4	19%
CCc1ccc(NC(=O)CCCc2nc(-c3ccco3)no2)cc1	-10%	27%	12%	0%	.	-20%	.	.	0%
O=C(O)C1CC=CCC1C(=O)Nc1cccnc1 (stereo not drawn)	12%	0.0%	-9%	-1%	3%	-4%	i	1.2	0%
Cc1cccc(CSCc2ccc(C(=O)NCCc3ccccc3)o2)c1	7%	0.0%	.	5%	.	-36%	.	.	?
O=C1CCC(C(=O)N2CCc3ccccc3C2)CN1CCCN1CCOCC1 (stereo not drawn)	1%	-0.1%	12%	-1%	0%	10%	i	1.8	3%
COc1ccc(OC)c(CCNC(=O)CN2C(=O)CCSc3ccccc32)c1	0%	-0.5%	-19%	18%	1%	2%	i	-1.7	10%
O=[N+]([O-])c1cccc(S(=O)(=O)c2ccc(NCCO)c([N+](=O)[O-])c2)c1	-13%	4.2%	-19%	-21%	3%	6%	i	4.2	2%
Clc1cccc(NCc2ccccc2)n1	-9%	0.0%	2%	14%	1%	-9%	i	1.7	-13%
COc1ccc(OCc2nnc(SC(C)C(=O)Nc3ccc(N4CCOCC4)cc3)n2C)cc1 (stereo not drawn)	-5%	2.5%	6%	2%	.	1%	i	3.6	25%
O=C(NCc1ccncc1)C1CCN(S(=O)(=O)c2cccc(C(F)(F)F)c2)CC1	5%	0.1%	-14%	-4%	-1%	3%	i	-0.1	11%
O=[N+]([O-])c1cc(-n2cnnn2)ccc1N1CCC(Cc2ccccc2)CC1	-18%	0.0%	10µM*	?	0%	-14%	i	-2.8	10%
S=c1[nH]nc(Cn2cnc3ccccc32)n1-c1ccccc1	-12%	0.2%	?	-2%	1%	3%	i	-0.9	9%
O=C(CSc1ncn[nH]1)NCCc1ccc(Cl)cc1Cl	4%	0.2%	-1%	0%	2%	10%	i	2.2	-2%
O=C(CSc1ncccn1)NCc1ccc2c(c1)OCO2	-18%	0.1%	?	2%	-1%	-10%	i	-1.4	-1%
O=C(NC1CC1)c1ccc2c(Cl)c3c(nc2c1)CCCC3	-26%	21%	-7%	-2%	-1%	-18%	i	-0.8	?
O=C(Nc1sc2c(c1C(=O)O)CCCC2)C(=O)N1CCOCC1	1%	-0.2%	19%	5%	-1%	1%	i	2.3	14%

Sorted by molecular weight (low to high): some entries from above.
SMILES	Abeta rescue	Nrf2 activator	Nrf2 inh	A549 tox	MmCpn inh	HepG2 viability	Akt phos inh	CCT modulator	TGFb SMAD3 inh
Cc1nc(SCC(=O)Nc2ccccn2)n[nH]1	4%	-0.6%	12%	-5%	3%	-1%	i	0.4	-2%
CC(=O)NC(CCS(C)(=O)=O)C(=O)Nc1ccccc1 (stereo not drawn)	8%	0.0%	4%	-2%	-4%	-2%	i	0.1	-12%
O=C(CSc1ncn[nH]1)NCCc1ccc(Cl)cc1Cl	4%	0.2%	-1%	0%	2%	10%	i	2.2	-2%

Compound activity: PubChem BioAssay, National Center for Advancing Translational Sciences (NCATS)

No enrichment for hits; overall some 4.3% were active at least once.
